Screening results as filed in PubChem BioAssay.
MOR-DOR ag: agonists of OPRM1-OPRD1 heterodimerization, primary screen, cell-based, luminescence. Mu-type opioid receptor (Homo sapiens) + Delta-type opioid receptor (Homo sapiens), …. cells. activation, % at 9.3 µM. 0.3% of 340,000 active; in the data active = activation above about 18%;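 also: 0% = vehicle-treated cells and 100% = reference agonist; values of inactives mirror those of a sister screen read the other way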
Cardiac RTF inh: cardiac RTF calcium sensitivity inhibitors, primary screen, biochemical, IANBD-TnC fluorescence, EC70 calcium; 0.12% of 340,000 active; IANBD-labeled cardiac RTF, Ca2+ fluorescence; inhibition, % at 7.15 µM; Troponin I, cardiac muscle (Homo sapiens) + Troponin T, cardiac muscle (Homo sapiens) + …;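 active = inhibition above the mean inhibition of all tested compounds plus 3 SD, cut at about 17% in these data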;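 also: assay run at fixed EC70 calcium of 1.6 mM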
LANA DNA inh: inhibitors of KSHV C-LANA binding to DNA, primary screen, biochemical, fluorescence polarization, FAM-LBS DNA, MBP-C-LANA, single point; Kaposi's sarcoma herpesvirus LANA C-terminal domain (residues 932-1162) DNA binding; inhibition, % at 9 µM; 0.078% of 340,000 active; AID 504423, 2011;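 active = highest replicate inhibition at or above 60% at 9 µM, even if other replicates fall short; inactive = all replicates below 60% inhibition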;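 also: 0% = neutral control wells and 100% = 4 µM acridine orange control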
RTF Ca sens act: cardiac RTF calcium sensitivity activators, primary screen, biochemical, IANBD-TnC fluorescence, EC20 calcium; IANBD-labeled TnC RTF fluorescence at EC20 calcium; 0% EC20 calcium, 100% full calcium; AID 493008, 2010; 0.24% of 340,000 active; activation, % at 7.2 µM;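 active = activation above the mean over all tested compounds plus 3 SD, cut at about 30% in these data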;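 also: rise in fluorescence read as greater calcium sensitivity of cardiac thin filaments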
OPRM1-OPRD1 inv: inverse agonists of MOR-DOR heterodimerization, primary screen, cell-based, luminescence | Mu-type opioid receptor (Homo sapiens) + Delta-type opioid receptor (Homo sapiens), … | cell-based MOR-DOR heterodimer luminescence, inverse agonism | inhibition, % at 9.3 µM | 0.21% of 340,000 active | AID 504357, 2011; in the data active = inhibition above about 22%, passing the limit was not always enough;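 also: 0% = cells with DMSO and 100% = wells without cells with DMSO; values of inactives mirror those of a sister screen read the other way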
Wnt act: Wnt/beta-catenin pathway activators, primary screen, cell-based, plate reader, single point | 1.2% of 300,000 active | activation, % at 9.35 µM | Wnt/beta-catenin reporter cell assay, activator; in the data active = activation above about 30%, passing the limit was not always enough;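 also: 0% = neutral control wells and 100% = positive control wells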
DSG3 Ab inh: inhibitors of pemphigus antibody binding to DSG3, primary screen, biochemical, bead-based, flow cytometry, scFv-GFP; 0.48% of 310,000 active; binding (percent of control), % at 10 µM; Desmoglein-3 (Homo sapiens), P32926; AID 588358, 2011; DSG3-coupled beads, scFv-anti-DSG3-GFP binding; active compounds read low;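 active = binding more than 3 SD below its plate's average and above zero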;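 also: hits lower antibody fragment binding to DSG3; some compounds called inactive have numbers as strong as hits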
Arr AP2 block: inhibitors of beta-arrestin/AP2 binding, primary screen, biochemical, GPCR trafficking, flow cytometry | AID 504490, 2011 | 0.31% of 340,000 active | FITC-arrestin peptide / GST-AP2 beads; AP2 beta2 appendage carries R879A mutation | inhibition, % at 10 µM | beta-arrestin 1 C-terminal peptide binding to AP2 beta2-adaptin appendage (human);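 active = inhibition above a set limit, near 3 SD of compounds lacking own fluorescence, cut at about 54% in these data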;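 also: plate controls were DMSO wells for no effect and 5 µM unlabelled arrestin peptide for full effect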
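System: GST-AP2 R879A glutathione beads. Medium: PBS with 0.05% Tween 20 and 0.1% BSA. Also added: FITC-arrestin peptide, 50 nM. Incubation: 12 min plus 1 h, RT. Measured by: high-throughput flow cytometry of beads, ex 488, em 535 nm. Evaluation: percent drop in bead-associated FITC signal.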
Keap1 Nrf2 FP: Keap1-Nrf2 protein-protein interaction inhibitors, primary screen, biochemical, fluorescence polarization, single point; inhibition, % at 9.4 µM; Keap1 Kelch-Nrf2 peptide fluorescence polarization, 1536-well; 0.15% of 340,000 active; in the data active = inhibition above about 12%;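 also: human Keap1 Kelch domain with fluorescein labeled Nrf2 9mer peptide probe; 0% = neutral control wells and 100% = peptide positive control; higher means more block of Keap1 binding to Nrf2 peptide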
Target sequence (Q14145 whole entry, looked up, the tested form may be a part): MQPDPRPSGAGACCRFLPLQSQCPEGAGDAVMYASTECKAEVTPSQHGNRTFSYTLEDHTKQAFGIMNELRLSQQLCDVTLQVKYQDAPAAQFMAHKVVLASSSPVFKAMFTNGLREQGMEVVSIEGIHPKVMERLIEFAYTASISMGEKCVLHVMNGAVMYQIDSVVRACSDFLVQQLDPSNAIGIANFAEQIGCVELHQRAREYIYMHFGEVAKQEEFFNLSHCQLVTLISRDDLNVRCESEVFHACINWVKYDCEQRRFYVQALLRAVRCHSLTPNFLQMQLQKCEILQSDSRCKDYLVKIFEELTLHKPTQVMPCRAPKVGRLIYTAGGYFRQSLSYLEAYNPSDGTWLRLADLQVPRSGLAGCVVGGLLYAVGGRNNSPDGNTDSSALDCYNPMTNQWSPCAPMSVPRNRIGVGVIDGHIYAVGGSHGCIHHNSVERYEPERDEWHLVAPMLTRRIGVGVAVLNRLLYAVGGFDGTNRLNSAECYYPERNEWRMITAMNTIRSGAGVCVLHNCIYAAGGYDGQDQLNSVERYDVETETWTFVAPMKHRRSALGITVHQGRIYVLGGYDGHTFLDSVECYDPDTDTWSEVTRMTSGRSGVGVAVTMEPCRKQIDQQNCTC
V-ATPase pH: regulators of yeast V-ATPase proton pumping, primary screen, pHLuorin cytosolic pH fluorescence; AID 504577, 2011; response, % at 10 µM; 0.37% of 350,000 active; S. cerevisiae; in the data active = response mostly above about 7.3%, no sharp cut-off; inactive = mostly below about 5.4%; also: actives read high; inactives centre near 0; some compounds called inactive have numbers as strong as hits; reference of the scale not given here
Numbers without * were called inactive; · = not tested or not shown.

MOR-DOR ag | Cardiac RTF inh | LANA DNA inh | RTF Ca sens act | OPRM1-OPRD1 inv | Wnt act | DSG3 Ab inh | Arr AP2 block | Keap1 Nrf2 FP | V-ATPase pH | molecule
-1.6 | -4.0 | 0.3 | -2.0 | 8.3 | 4.9 | · | -8.9 | -6.1 | 0.3 | O=C(NCCc1ccccc1)C1CCC(CNS(=O)(=O)c2ccc(F)cc2)CC1 (centres undefined)
1.1 | -6.3 | -3.5 | 9.8 | -6.6 | · | 112.3 | 8.3 | -1.5 | 2.4 | O=C(NC(C(=O)c1ccccc1)N1CCOCC1)c1cccs1 (centres undefined)
-1.4 | 0.9 | -1.6 | -3.1 | 6.5 | -0.1 | 154.0 | -8.2 | -1.1 | 2.8 | CC(c1ccc(O)cc1)(c1ccc(O)cc1)c1ccc(CCBr)cc1
-1.1 | -4.9 | -0.5 | 3.0 | 4.9 | 1.7 | 96.7 | -22.8 | -3.8 | -1.3 | COc1cccc(-c2noc(CCC(=O)NCCc3ccccc3)n2)c1
-0.1 | -4.0 | -7.9 | 4.0 | 0.4 | 1.5 | 119.2 | 4.8 | 0.0 | 2.8 | Cc1ccccc1COc1ccc(-c2nnn(CC(=O)O)n2)cc1
0.0 | -5.8 | -0.7 | 1.0 | 0.0 | · | 100.5 | -1.3 | -6.2 | -0.2 | O=C(CCCSc1nc2ccccc2s1)NCc1ccco1
-1.2 | -3.6 | 0.7 | -2.9 | 6.1 | · | 102.0 | -8.0 | -0.7 | 3.1 | O=c1cc(C(F)(F)F)nc(SCc2cccnc2)[nH]1
-1.0 | -12.8 | 0.8 | 4.5 | 5.3 | 3.1 | · | 0.8 | -2.5 | 4.6 | COc1cccc(CNS(=O)(=O)c2c(C(=O)N3CCCCC3)c(C)n(C)c2C)c1
-1.2 | -6.4 | -0.3 | 1.1 | 5.2 | · | 99.8 | 7.8 | -6.8 | 0.6 | Cc1ccc(N(C(=O)Nc2ccccc2)C2=NCC(C)S2)cc1 (centres undefined)
-1.4 | -10.9 | 4.5 | 1.8 | 7.7 | -0.4 | 97.2 | -2.0 | 2.7 | 0.3 | C#CCNC(=O)C1=C[C@H](C2CC2)C[C@H](OCCCCO)O1
-1.4 | -6.1 | 3.4 | 0.5 | 6.9 | · | 100.3 | -5.6 | -1.7 | 3.2 | COc1ccccc1C(=O)C(O)c1ccccc1OC (centres undefined)
8.2 | -3.1 | 0.1 | -3.1 | -48.6 | · | 128.0 | 4.7 | 2.1 | 0.2 | CC1CCCCN1CC(=O)Nc1ccc(Oc2ccccc2)cc1 (centres undefined)
0.1 | 0.2 | 0.3 | 6.1 | -0.6 | 5.4 | 104.2 | 1.4 | -2.6 | -0.6 | Cc1ccccc1C(=O)Nc1ccc(N2CCCC2)cc1
-0.9 | 5.7 | 1.8 | -3.8 | 5.2 | 5.8 | 107.2 | 7.0 | 0.6 | 1.3 | C[C@H](NC(=O)c1[nH]cnc1C(=O)Nc1ccc(Cl)cc1)c1ccccc1
3.3 | -1.0 | -0.2 | 8.3 | -18.6 | · | 106.0 | 10.6 | 0.8 | 1.8 | O=C(COC(=O)CCCSc1nc2ccccc2[nH]1)NC(=O)NC1CCCC1
-1.9 | -5.3 | -0.2 | 9.1 | 9.7 | 0.0 | 99.3 | 44.7 | 0.4 | -0.4 | Fc1cccc(NC(=S)NCCN2CCOCC2)c1
-0.8 | -6.5 | 0.7 | 5.5 | 4.0 | -2.1 | 91.6 | -0.5 | -1.9 | 10.8 | COc1ccc(N2CCCn3c2nc2c3c(=O)n(Cc3ccc(C)cc3)c(=O)n2C)c(OC)c1
1.8 | -3.9 | 1.0 | 1.9 | -11.8 | 22.6 | 108.7 | 7.8 | 6.6 | 0.7 | Cc1ccnc(NC(=O)c2ccc(C(=O)c3ccccc3)cc2)c1
-2.9 | -14.2 | -2.7 | -1.1 | 14.4 | -0.7 | 115.8 | 8.7 | -4.6 | -0.1 | CC1CC(C)(C)N(C(=O)CN2CCN(C)CC2)c2ccccc21 (centres undefined)
-0.8 | -2.4 | 1.4 | 3.1 | 4.6 | -0.6 | 106.6 | -55.4 | -9.1 | 1.3 | COc1ccccc1CNC(=O)c1ccc(NS(=O)(=O)c2cccs2)cc1
-1.0 | -7.5 | -0.2 | -1.0 | 5.5 | -0.2 | 105.0 | -3.6 | -5.7 | -2.4 | NS(=O)(=O)c1cc2c(cc1Cl)NC(c1ccccc1OCC(=O)O)NS2(=O)=O (centres undefined)
-1.5 | -0.3 | -2.6 | 2.2 | 7.7 | -0.8 | 106.7 | -11.4 | 3.9 | 1.7 | CC(=O)NNC(=O)c1[nH]c2ccc(Cl)cc2c1-c1ccccc1
-2.4 | -4.6 | 0.4 | 0.3 | 13.1 | 8.9 | 105.6 | -12.6 | 1.6 | 2.5 | CN(C(=O)c1ccc(NC(=O)c2ccco2)cc1)c1ccccc1
-2.4 | -4.2 | -1.6 | 6.6 | 13.1 | -1.6 | 105.3 | -6.0 | -5.2 | -0.7 | O=C(NCCc1ccc(Cl)cc1)C1CCCN(c2ncnc3c2nc2n3CCCCC2)C1 (centres undefined)
-2.3 | 0.7 | -0.4 | 0.7 | 13.3 | 1.0 | 106.2 | 5.2 | 2.6 | 1.7 | CCOC(=O)[C@H]1[C@H]2COc3cc(OC)ccc3[C@@H]2N2C(=O)c3cc(OC)ccc3NC(=O)[C@@]12C
2.3 | -2.7 | 2.4 | 0.0 | -11.2 | 0.1 | 104.6 | 14.9 | 1.0 | -4.5 | O=[N+]([O-])c1ccc(CN2CCN(c3ccccc3)CC2)o1
-3.2 | -1.0 | -0.4 | 0.9 | 17.1 | -1.1 | 103.7 | -11.8 | -5.8 | 3.6 | CC1(CCC(=O)N2CCCC(N3CCN(c4ccc(F)cc4)CC3)C2)CC1 (centres undefined)
-2.4 | 1.2 | -1.3 | 4.2 | 12.5 | · | 106.2 | 1.4 | -4.6 | 2.0 | O=C(NCCO)C1CCN(S(=O)(=O)c2ccc(F)cc2)CC1
-0.1 | -22.5 | -0.1 | 3.9 | 0.9 | -2.9 | 97.5 | 1.6 | 0.6 | 4.3 | Cc1cc([N+](=O)[O-])nn1Cc1noc(C(=O)NCCCn2ccnc2)n1
-1.1 | -18.2 | 1.3 | 6.4 | 5.1 | -1.4 | 102.2 | -12.2 | 3.2 | -5.3 | O=C(Cc1cccc(NC(=O)C2CCCN(C(=O)C3CCCCC3)C2)c1)Nc1cccc(C(=O)N2CCOCC2)c1 (centres undefined)
1.1 | -11.9 | -1.3 | 18.7 | -5.3 | -3.2 | · | 32.6 | -2.2 | 3.7 | CC(=O)c1cc2c(cc1N/C(=N/S(=O)(=O)c1ccc(Br)cc1)c1ccccc1)OCO2
-2.1 | -4.6 | 1.2 | -4.6 | 10.4 | 16.1 | 95.3 | 2.7 | -0.6 | -1.7 | O=C(O)CNC(=O)c1ccc(NC(=O)/C(=C/c2ccccc2)NC(=O)c2ccccc2)cc1

Three entries out of the list above, arranged by the value under OPRM1-OPRD1 inv, high to low.
MOR-DOR ag | Cardiac RTF inh | LANA DNA inh | RTF Ca sens act | OPRM1-OPRD1 inv | Wnt act | DSG3 Ab inh | Arr AP2 block | Keap1 Nrf2 FP | V-ATPase pH | molecule
-3.2 | -1.0 | -0.4 | 0.9 | 17.1 | -1.1 | 103.7 | -11.8 | -5.8 | 3.6 | CC1(CCC(=O)N2CCCC(N3CCN(c4ccc(F)cc4)CC3)C2)CC1 (centres undefined)
-0.1 | -22.5 | -0.1 | 3.9 | 0.9 | -2.9 | 97.5 | 1.6 | 0.6 | 4.3 | Cc1cc([N+](=O)[O-])nn1Cc1noc(C(=O)NCCCn2ccnc2)n1
2.3 | -2.7 | 2.4 | 0.0 | -11.2 | 0.1 | 104.6 | 14.9 | 1.0 | -4.5 | O=[N+]([O-])c1ccc(CN2CCN(c3ccccc3)CC2)o1

Next entries
MOR-DOR ag | Cardiac RTF inh | LANA DNA inh | RTF Ca sens act | OPRM1-OPRD1 inv | Wnt act | DSG3 Ab inh | Arr AP2 block | Keap1 Nrf2 FP | V-ATPase pH | molecule
-1.9 | -9.1 | 1.3 | 1.0 | 10.1 | -10.4 | 97.4 | -3.0 | -4.0 | -1.9 | COc1ccccc1C(=O)Nc1ccc(Oc2ncnc3sc(-c4ccccc4)cc23)cc1
-0.2 | -3.4 | · | -7.5 | 0.8 | 8.0 | 99.3 | 21.8 | -2.6 | 2.3 | CCNC(=S)Nc1cc(-c2ccc(Cl)cc2)[nH]n1
-0.1 | -6.6 | 0.8 | 4.6 | 0.8 | · | 110.7 | 5.7 | 0.1 | -1.3 | CCNc1nc(NC(C)(C)C)nc(SC(C(C)=O)C(C)=O)n1
6.0 | -4.3 | 0.8 | -3.6 | -36.2 | -0.7 | · | 15.9 | -1.7 | 2.5 | O=C1c2[nH]nc(-c3ccccc3O)c2C(c2ccccc2F)N1Cc1ccco1 (centres undefined)
-1.6 | 1.2 | -1.3 | 3.3 | 8.6 | · | 122.5 | 2.6 | 3.8 | -0.9 | Cc1cccc2sc(NC(=O)[C@@H]3CCCN3C(=O)c3cccs3)nc12
-2.5 | 1.5 | -1.4 | -2.3 | 12.8 | -1.1 | 104.9 | 36.3 | -0.5 | -1.5 | CC(C)NC(=O)C1CCN(C2CCN(C(=O)/C=C/c3cccs3)CC2)CC1
-0.4 | 5.2 | -1.0 | 2.8 | 1.8 | -1.6 | 105.0 | 7.7 | -2.7 | 2.2 | CC1Cc2ccccc2N1C(=S)Nc1cccc(S(=O)(=O)N(C)C)c1 (centres undefined)
-1.3 | -5.4 | 0.2 | -12.6 | 6.9 | · | 102.8 | 7.0 | -1.0 | 5.4 | CCN(c1cccc(C)c1)C(C(=O)Nc1ccc(OC)cc1)c1cc2c(cc1[N+](=O)[O-])OCO2 (centres undefined)
2.0 | 0.0 | -2.1 | 0.8 | -9.9 | 1.7 | · | 5.8 | 1.2 | · | Cc1ccccc1C1NS(=O)(=O)N=C1N (centres undefined)
-2.3 | -2.6 | -0.2 | -2.9 | 11.2 | -1.1 | 118.3 | 9.5 | -1.7 | -2.7 | CC(=O)N1CCN(CC(=O)Nc2ccc(C)c(S(=O)(=O)N(C)C)c2)CC1
7.8 | -31.8 | 0.6 | 1.7 | -63.0 | -1.6 | 96.9 | 21.3 | 0.1 | 0.7 | Cc1ccc(C(C(=O)NC(C)(C)C)N(C(=O)CCC(=O)Nc2ccccn2)c2ccccc2F)cc1 (centres undefined)
1.2 | 4.0 | -3.2 | -1.5 | -6.4 | 1.4 | 109.3 | 1.7 | -4.3 | 2.0 | COc1ccc(C(=O)NC2CC(C)(C)Cc3c2cnn3-c2ccccc2C)c(OC)c1OC (centres undefined)
